High-throughput results (PubChem BioAssay)
uPA surface inh = cell surface uPA generation inhibition | cell surface uPA generation assay, qHTS | Potency, µM (titrated, usually from 38.3 µM), inactives show at the top dose activity change, negative = inhibition, actives largely listed as inhibitors | actives 0.31% (n = 330,000); active = well fitted inhibition curve with a large enough effect; inconclusive = small, poorly fitted or top-dose-only effect; inactive = no such curve, though single readings can be large or run the other way; tested in mouse RAW 264.7 cells; also: potency is read from the fitted curve at half-maximal effect; nearly all actives have a fitted effect of over 55% in size
USP2a inh = blocks human ubiquitin-specific protease USP2a; O75604; USP2 core, Ub-CHOP2 coupled fluorogenic reporter, 485/531; Potency, µM (series often up to 38.3 µM), without a hit: at the top dose activity change, negative = inhibition, actives largely listed as inhibitors; actives 0.01% (n = 330,000); AID 463254;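 also: potency is read from the fitted curve at half-maximal effect; plate controls were DMSO wells for no effect and full inhibition by NEM control for full effect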
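Cell-free coupled assay: 10nM USP2 core preincubated 30min RT with compound in Tris-HCl pH 8.0/CaCl2/CHAPS buffer, then 25nM Ub-CHOP2 and 25nM reporter substrate; fluorescence (Ex 485/Em 531) read after 60min RT, normalized to NEM inhibition, concentration-response curves fitted.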
KCNH2 3.1 block = inhibitors of human KCNH2 3.1 potassium channel isoform | U2OS KCNH2 3.1, thallium flux FluxOr; active compounds read low | activity change, % (tested at about 1.8 µM) | actives 0.95% (n = 340,000) | AID 720553;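 active = maximum activity change below -70%; inconclusive = maximum activity change from -70% to -50%; inactive = maximum activity change above -50%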;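 also: thallium influx rate constant from kinetic fluorescence after stimulation buffer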
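Steps: virus added to U2OS suspension (4 h, RT, dark); medium with 10% FBS added, cells plated, 37 C overnight; FluxOr/Red40 loading buffer 45 min RT; stimulation buffer, 2 min kinetic read; rate constant normalized.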
Giardia killer = Giardia lamblia killing | actives 0.15% (n = 340,000) | activity change, % at 7.66 µM, hits read low | Giardia lamblia trophozoite viability; in the data active = activity change below about -80%; inconclusive = between about -30% and that limit;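 also: parasites exposed to compound for two days anaerobically before the ATP read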
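Giardia trophozoites, 100 cells per well, were exposed to compounds for 48 hrs at 37 deg C under anaerobic conditions; viability was then read as ATP content by bioluminescence after 15-30 min at room temperature.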
hERG WT inh = inhibitors of human wildtype KCNH2 potassium channel | Q12809 | U2OS, BacMam KCNH2, thallium flux FluxOr; active compounds read low | activity change, % at 1.84 µM | actives 0.37% (n = 340,000);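 active = maximum activity change below -70%; inconclusive = maximum activity change between -70% and -50%; inactive = maximum activity change above -50%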
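U2OS cells transduced with wild-type KCNH2 virus are loaded with FluxOr dye for 45 min, and thallium flux is measured in kinetic reads before and after stimulation buffer. Rate constants are normalized to DMSO controls.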
Coupling enz = counter-screen for Giardia aldolase inhibitors: coupling enzyme system; activity change, negative = inhibition, % at 58.2 µM, hits read low; actives 0.67% (n = 290,000); coupling enzyme system counterscreen, AmpLite Red fluorescence; in the data active = activity change below about -30%
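Activity here indicates interference with the coupling reaction, not aldolase inhibition. Compounds at 57.5 uM final met coupling enzymes for 10 min at RT; substrate and AmpLite Red detection followed, with a 525/598 nm fluorescence read after 20 min.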
PKM2 activator = activators of human pyruvate kinase M2. actives 0.34% (n = 260,000). Potency, µM (top dose mostly 57.5 µM), for the others: top-dose activation, hits mostly activators. purified PKM2, Kinase-Glo ATP luminescence, activation; response scale: 0% is enzyme alone, no compound. AID 1631; also: potency is read from the fitted curve at half-maximal effect; nearly all actives have a fitted effect of over 55% in size
Target sequence (P14618 whole entry, looked up): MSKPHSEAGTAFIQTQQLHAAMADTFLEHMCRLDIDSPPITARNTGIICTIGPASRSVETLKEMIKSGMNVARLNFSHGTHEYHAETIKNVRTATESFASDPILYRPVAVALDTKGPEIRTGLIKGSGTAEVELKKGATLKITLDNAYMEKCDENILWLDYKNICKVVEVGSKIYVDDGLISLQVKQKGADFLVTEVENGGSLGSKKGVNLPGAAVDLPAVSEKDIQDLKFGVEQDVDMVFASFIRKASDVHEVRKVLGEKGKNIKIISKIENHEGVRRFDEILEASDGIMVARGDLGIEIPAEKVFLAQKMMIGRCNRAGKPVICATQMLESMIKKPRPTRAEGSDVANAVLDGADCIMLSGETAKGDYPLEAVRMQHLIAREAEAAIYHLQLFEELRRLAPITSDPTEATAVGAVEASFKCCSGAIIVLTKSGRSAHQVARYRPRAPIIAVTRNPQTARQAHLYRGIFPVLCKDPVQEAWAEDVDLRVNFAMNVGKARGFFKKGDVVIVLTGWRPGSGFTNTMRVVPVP
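hPK-M2, >95% pure; 0.1 mM ADP / 0.5 mM PEP final; imidazole pH7.2 buffer w/ 7 mM MgCl2, 50 mM KCl; 1 h RT; Kinase-Glo lum. Intermediate enzyme activity for dual inhibitor/activator qHTS.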
B2AR arrestin = agonists driving beta-arrestin recruitment to human beta2-adrenergic receptor; P07550; beta-arrestin recruitment to beta2AR, cell-based reporter; Potency, µM (highest dose often 46.1 µM), without a hit: at the highest dose activation, actives largely listed as activators; actives 0.02% (n = 330,000); AID 492947;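 also: potency is read from the fitted curve at half-maximal effect; 0% = DMSO controls and full agonism = EC100 isoproterenol or metaproterenol; nearly all actives have a fitted effect of over 65% in size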
Chronic BCR inh = blocks chronic active B-cell receptor signaling; actives 0.05% (n = 340,000); Potency, µM (top dose mostly 46.1 µM), without a hit: at the highest dose ratio change, negative = lower green/red ratio, actives largely listed as inhibitors; ABC-DLBCL IkBa-CBG/CBR reporter, luminescence ratio, 4 h; active = well fitted inhibition curve with a large enough effect in the signal ratio, with a control signal flat, not every such curve was filed as active; inconclusive = small, poorly fitted or top-dose-only effect, or effect the other way, or a change in a side signal; the % refers to the signal ratio;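 also: potency is read from the fitted curve at half-maximal effect; plate controls were basal doxycycline-induced cells for no effect and cells given 10 µM MG132 for full effect; MG132 reads +100%, hits lower the ratio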
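Cell line TMD8 (human ABC DLBCL), stably expressing tet-inducible CBG68-IkBa fusion and CBR; IMDM/0.5% FBS; cpd up to 46 uM; dox induction, 4 h, 37C/5% CO2; dual luminescence; green/red ratio; MG132 control.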
GALK inhibitor = blocks human galactokinase activity; Potency, µM (series often up to 57.5 µM), for inactives: at the highest dose activity change, negative = inhibition, usual class: inhibitors; Purified GALK, Kinase-Glo residual ATP luminescence; P51570; actives 0.007% (n = 270,000); also: potency is read from the fitted curve at half-maximal effect
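Quantitative HTS: GALK 5 nM, ATP 35 uM, galactose 100 uM, 1 h room temperature, then luciferase-based ATP detection.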
Eya2 phos inh = blocks the phosphatase activity of human Eya2 | Potency, µM (titrated, usually from 76.9 µM), without a hit: top-dose activity, negative = inhibition, most hits filed as inhibitors | recombinant Eya2, OMFP fluorescence dephosphorylation (OMFP is methylfluorescein phosphate) | O00167 | AID 488837 | actives 0.006% (n = 330,000); also: potency is read from the fitted curve at half-maximal effect
Target sequence (O00167 whole entry, looked up): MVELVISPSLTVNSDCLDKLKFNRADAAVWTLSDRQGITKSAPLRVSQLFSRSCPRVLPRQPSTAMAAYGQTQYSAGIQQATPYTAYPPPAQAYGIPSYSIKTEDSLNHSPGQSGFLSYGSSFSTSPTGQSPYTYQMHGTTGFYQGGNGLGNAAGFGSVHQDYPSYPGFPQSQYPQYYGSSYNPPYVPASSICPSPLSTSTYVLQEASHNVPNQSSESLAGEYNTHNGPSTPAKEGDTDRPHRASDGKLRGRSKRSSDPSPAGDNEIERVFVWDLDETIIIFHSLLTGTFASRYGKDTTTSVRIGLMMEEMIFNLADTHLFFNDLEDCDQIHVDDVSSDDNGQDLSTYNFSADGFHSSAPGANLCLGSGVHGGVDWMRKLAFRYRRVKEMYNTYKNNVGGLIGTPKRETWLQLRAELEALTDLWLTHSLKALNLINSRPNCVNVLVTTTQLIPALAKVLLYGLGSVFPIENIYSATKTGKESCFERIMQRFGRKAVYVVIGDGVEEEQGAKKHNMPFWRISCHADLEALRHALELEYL
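Eya2 (0.2 uM) preincubated 10 min at ambient with compound, then OMFP substrate added at 50 uM; 10 min reaction in 50 mM HEPES pH 7.5, 50 mM NaCl, 5 uM MgCl2, 0.05% BSA, 1 mM DTT. Fluorescence read at Ex 485/Em 525 nm.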
* hit, by the source's call; u = inconclusive; x = no result given; & = joins results of further samples; [ ] = remark or other dose. Unless noted, calls follow the shape of the dose curve; as a rule, active = well fitted curve in the direction sought with a large enough effect; inconclusive = small, poorly fitted or top-dose-only effect, or another doubt; inactive = no such curve, though single readings can be large; an effect the other way counts as inactive or inconclusive. Unless noted, % is scaled to controls: 0 for no effect and ±100 for the full control effect.

1: CC1CCC/C(=C(\C#N)c2nc(-c3cc4ccccc4oc3=O)cs2)C1 (configuration not stated)
2: CCCCC(CC)Cn1c(N)c(C#N)c2nc3ccccc3nc21 (configuration not stated)
3: Cn1c(NC(=O)c2ccc(Cl)s2)cc(=O)n(C)c1=O
4: O=S(=O)(NC1CC1)c1ccc(Cl)cc1F
5: CC(CCc1ccc(O)cc1)NC(c1ccccc1)c1ccc(Cl)cc1 (configuration not stated)
6: Cc1ccc(NC(=O)C2CCN(S(=O)(=O)c3ccc4c(c3)OCCCO4)CC2)nc1
7: N#C/C(=C\c1ccccc1)C(=O)N1CCC(C(N)=O)CC1
8: Cc1cccc(C(=O)NCCc2n[nH]c(=S)n2C)c1

Assay by compound	1	2	3	4	5	6	7	8
hERG WT inh	4	-28	5	-1	16	-4	-13	-8
Coupling enz	0	-2	4	-1	-1	x	4	3
Chronic BCR inh	-1%	11%	u	0%	u	5%	-5%	0%
GALK inhibitor	x	-2%	0%	-3%	4%	x	-1%	3%
uPA surface inh	-2%	5%	0%	0%	-9%	4%	-1%	2%
Giardia killer	-12	-9	-10	31[activator]	20	1	-2	u
USP2a inh	0%	2%	3%	1%	-8%	2%	2%	0%
B2AR arrestin	-0.4%	-0.5%	3.0%	-0.1%	4.2%	0.1%	-0.3%	-0.4%
KCNH2 3.1 block	-2	-31	10	21	-33	15	9	6
PKM2 activator	-6%	1%	-1%	2%	3%[11.5 µM]	x	0%	-11%
Eya2 phos inh	-4%	-42%	-12%	-2%	-16%	39%	2%	2%

9: O=C(NCCc1cccnc1)C1CCC(=O)N(CCc2cccc(F)c2)C1 (configuration not stated)
10: CC(NC(=O)c1ccc(-c2cc(C(F)(F)F)ccc2Cl)o1)c1ccccc1 (configuration not stated)
11: CC(C)(C)c1cnnn1-c1ccc([N+](=O)[O-])cc1
12: COc1cccc(COC(=O)C2CCN(S(=O)(=O)c3ccc(C)cc3)CC2)c1OC
13: Cc1cc(C(=O)Nc2ccc3ccccc3c2)c(C)o1
14: Cn1cnc([N+](=O)[O-])c1Sc1ccccc1
15: O=C(CCc1nnc(CCCCc2ccccc2)o1)NCc1cccc(F)c1
16: COc1ccc(C(=O)C2CCCN(S(=O)(=O)c3ccccc3F)C2)c(C)c1 (configuration not stated)

Assay by compound	9	10	11	12	13	14	15	16
hERG WT inh	-8	1	1	28	-8	-20	-1	2
Coupling enz	x	2	-2	x	-4	-2	3	x
Chronic BCR inh	4%	u	0%	-7%	u	1%	-5%	u
GALK inhibitor	-5%	1%	-1%	x	-2%	0%	2%	3%
uPA surface inh	0%	x	x	-1%	-1%	-9%	3%	-1%
Giardia killer	-6	-1	-21	-12	-11	4	14	-6
USP2a inh	0%	1%	3%	-1%	1%	5%	2%	2%
B2AR arrestin	-0.6%	-0.7%	-0.1%	0.5%	0.5%	3.4%	-0.1%	0.6%
KCNH2 3.1 block	-5	-22	-6	2	20	-9	x	-1
PKM2 activator	x	-3%	-5%	x	-1%	2%	4%	2%
Eya2 phos inh	3%	3%	19%	14%	-5%	-5%	-6%	2%

Filtered by structure: the entries above containing an aryl methoxy group (2)
12: COc1cccc(COC(=O)C2CCN(S(=O)(=O)c3ccc(C)cc3)CC2)c1OC
16: COc1ccc(C(=O)C2CCCN(S(=O)(=O)c3ccccc3F)C2)c(C)c1 (configuration not stated)

Assay by compound	12	16
hERG WT inh	28	2
Coupling enz	x	x
Chronic BCR inh	-7%	u
GALK inhibitor	x	3%
uPA surface inh	-1%	-1%
Giardia killer	-12	-6
USP2a inh	-1%	2%
B2AR arrestin	0.5%	0.6%
KCNH2 3.1 block	2	-1
PKM2 activator	x	2%
Eya2 phos inh	14%	2%

The listing picks up with the 2 entries that preceded the break.
15: O=C(CCc1nnc(CCCCc2ccccc2)o1)NCc1cccc(F)c1
16: COc1ccc(C(=O)C2CCCN(S(=O)(=O)c3ccccc3F)C2)c(C)c1 (configuration not stated)
17: Cc1ccc(C(=O)Oc2ccc(/C=C3\C(=N)N4N=C(N5CCOCC5)SC4=NC3=O)cc2)cc1
18: CC(=O)NCCCc1nc2ccccc2n1Cc1c(F)cccc1Cl
19: COc1ccccc1N1CC(C(=O)Nc2nnc(SCc3ccccn3)s2)CC1=O (configuration not stated)
20: Fc1c(F)c(C(F)(F)F)c(F)c(F)c1N/N=C\c1cccs1
21: CCN(c1cccc(C)c1)S(=O)(=O)c1ccc(-c2coc(C)n2)cc1
22: COCCNC(=O)c1cccc(Nc2nc(-c3ccccc3)c3cc(Cl)ccc3n2)c1
23: CCN(CC)S(=O)(=O)c1ccc(N/N=C(\C)c2ccc3c(c2)OCO3)c([N+](=O)[O-])c1
24: CN(CC(=O)NCc1ccncc1)S(=O)(=O)c1ccccc1

Assay by compound	15	16	17	18	19	20	21	22	23	24
hERG WT inh	-1	2	10	-2	-7	-16	-3	16	-1	-8
Coupling enz	3	x	6	0	-4	-1	2	2	0	-1
Chronic BCR inh	-5%	u	19%	1%	1%	u	1%	u	1%	-12%
GALK inhibitor	2%	3%	x	1%	-1%	-1%	6%	-1%	-1%	-2%
uPA surface inh	3%	-1%	-9%	-1%	-3%	5%	1%	7%	-11%	0%
Giardia killer	14	-6	1	-11	-7	-11	12	0	9	-13
USP2a inh	2%	2%	3%	-1%	2%	2%	1%	4%	1%	1%
B2AR arrestin	-0.1%	0.6%	0.4%	0.2%	-0.2%	0.0%	-0.8%	-0.6%	1.1%	0.1%
KCNH2 3.1 block	x	-1	7	5	6	1	-30	-3	-10	-9
PKM2 activator	4%	2%	3%	-10%	6%	-3%	-12%	10%	-8%	1%
Eya2 phos inh	-6%	2%	-21%	-23%	-3%	15%	-7%	4%	0%	1%

The final two records of the section before come first, to join the parts.
23: CCN(CC)S(=O)(=O)c1ccc(N/N=C(\C)c2ccc3c(c2)OCO3)c([N+](=O)[O-])c1
24: CN(CC(=O)NCc1ccncc1)S(=O)(=O)c1ccccc1
25: Nc1nc(CN2CCN(C(c3ccccc3)c3ccccc3)CC2)nc(Nc2ccccc2)n1
26: COc1ccc2ccccc2c1CN1CCCC(CO)C1 (configuration not stated)
27: COc1ccc(S(=O)(=O)N2CCN(C)CC2)c(C)c1
28: C[C@H](CO)NC(=O)[C@H](C)[C@@H]1C[C@@]1(C)[C@@H](NC(=O)OCc1ccccc1)c1ccccc1
29: CCOc1ccccc1-c1noc(CCC(=O)NC2CCCCC2)n1
30: COc1ccc(-c2nsc(SCC(=O)Nc3cc(C)on3)n2)cc1
31: Nc1c(C(=O)Nc2ccc3c(c2)OCCO3)nnn1Cc1ccccc1
32: CCc1cc(/C(Cc2cscn2)=N\O)c(O)cc1O

Assay by compound	23	24	25	26	27	28	29	30	31	32
hERG WT inh	-1	-8	-25	1	5	0	-1	5	-3	2
Coupling enz	0	-1	-1	4	2	4&4	2	0	x	2
Chronic BCR inh	1%	-12%	-4%	-1%	0%	1%	-3%	u	u	4%
GALK inhibitor	-1%	-2%	2%	-3%	5%	x	3%	0%	x	0%
uPA surface inh	-11%	0%	-2%	0%	2%	-3%	-1%	3%	u	2%
Giardia killer	9	-13	8	13	-4	1	13	-16	-19	34[activator]
USP2a inh	1%	1%	-5%	3%	-1%	-1%	-1%	3%	0%	4%
B2AR arrestin	1.1%	0.1%	-0.6%	-0.3%	0.2%	-2.0%	-0.1%	-0.8%	-0.1%	0.3%
KCNH2 3.1 block	-10	-9	-98*	1	14	2	7	1	12	-7
PKM2 activator	-8%	1%	-1%	-9%	25%	1%&-3%	x	u	x	3%
Eya2 phos inh	0%	1%	22%	20%	2%	1%	-3%	-27%	-4%	15%

33: COc1ccc(-c2cn(CCc3c[nH]c4ccccc34)nn2)cc1
34: COc1ccc(-c2cc(=O)oc3cc(OC(=O)C4CCCCC4)ccc23)cc1
35: NC(=O)C1CCN(C2=C(Cl)C(=O)c3ccccc3C2=O)CC1
36: CC(NC(=O)c1ccc(CS(C)(=O)=O)cc1)c1cccc2ccccc12 (configuration not stated)
37: O=C(NNc1nc2ccccc2s1)Nc1ccc(F)cc1
38: Cc1ccccc1C(=O)NCc1nnc(SCC(=O)N2CCN(c3ccccc3)CC2)n1C

Assay by compound	33	34	35	36	37	38
hERG WT inh	5	-3	-16	-3	1	-1
Coupling enz	-6	0	-51*	0	-4	0
Chronic BCR inh	0%	2%	u	-9%	u	-2%
GALK inhibitor	x	1%	u	-2%	0%	-1%
uPA surface inh	-20%	11%	-13%	1%	-8%	13%
Giardia killer	1	3	-17	3	-1	42[activator]
USP2a inh	1%	4%	-2%	1%	-1%	4%
B2AR arrestin	-3.2%	11%	-0.2%	-0.3%	0.4%	-1.0%
KCNH2 3.1 block	-28	0	-11	4	-4	7
PKM2 activator	2%	5%	u	x	-14%	-1%
Eya2 phos inh	5%	-2%	-12%	5%	12%	-8%
